Compound activity (PubChem)
NPC1 prom act = activators of NPC1 promoter. Potency, µM (doses to about 9.22 µM), for inactives: top-dose activation, most hits filed as activators. Huh7 NPC1 promoter luciferase reporter, 24 h. 320,000 compounds, 2.4% hits;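 note: potency is the fitted concentration of half-maximal effect; % of control where 0% means no effect; nearly all actives have a fitted effect of over 60% in size; reporter is driven by a mutant NPC1 promoter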
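In 1536-well qHTS, Huh7 cells harboring an NPC1 promoter–luciferase construct received compound for 24 h; activation was quantified by luminescence following luciferase reagent addition.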
ELG1 DNA repair = inhibitors of ELG1-dependent DNA repair in HEK293T cells; HEK293T ELG1-luciferase reporter, luminescence, 16 h; DNA damage induced by 5-fluorouridine; Potency, µM (highest dose often 46.1 µM), without a hit: at the top dose activity change, negative = inhibition, usual class: inhibitors; 330,000 compounds, 2.3% hits; note: potency is the fitted concentration of half-maximal effect; % is set by controls: 0 for no effect and ±100 for the full control effect; nearly all actives have a fitted effect of over 55% in size
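Reporter activity after DNA damage by 5-fluorouridine is monitored. Compound-treated cells incubate 16 hr at 37 °C, then ONE-Glo is added for 30 min before luminescence reading.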
BRCA1 expr up = increases BRCA1 expression. MCF7-BRCA1-FFLuc reporter, luminescence, 48 h; response scale: scaled: vehicle 0%, 10 µM genistein 100%. Potency, µM (highest dose often 46.1 µM), for inactives: at the highest dose activation, most hits filed as activators. 380,000 compounds, 1.1% hits; note: potency is the fitted concentration of half-maximal effect; nearly all actives have a fitted effect of over 80% in size; some results filed as inactive show a strong effect at the top dose
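Using MCF7 cells harboring a BRCA1 firefly luciferase reporter, plated 2 h before compound pinning, the screen measured luminescence after 48 h incubation. Responses were normalized to DMSO and 10 microM genistein, then fitted for concentration-effect.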
Rab9 prom act = Rab9 promoter activation; Huh7 Rab9 promoter-luciferase reporter, luminescence, 24 h; AID 485297; 320,000 compounds, 2.8% hits; Potency, µM (series often up to 9.22 µM), inactives show top-dose activation, negative = inhibition, hits mostly activators; note: potency is the fitted concentration of half-maximal effect; % of control where 0% means no effect; nearly all actives have a fitted effect of over 60% in size
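Luminescence from Amplite-detected luciferase (10 minutes, ambient) reports Rab9 promoter activation. Before that, stable Rab9-luciferase Huh7 cells (1500/well, reduced-serum OP-MEM I plus 10% FBS) were exposed to compound for 24 hours at 37C.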
Tb PFK block = T. brucei PFK enzyme inhibition; T. brucei PFK, ADP-Glo luminescence; 330,000 compounds, 0.17% hits; O15648; Potency, µM (series often up to 57.5 µM), without a hit: at the top dose activity, negative = inhibition, most hits filed as inhibitors;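 note: potency is the fitted concentration of half-maximal effect; 0% = uninhibited 1x PFK enzyme wells and -100% = no-enzyme wells; nearly all actives have a fitted effect of over 60% in size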
Target sequence (O15648 whole entry, looked up): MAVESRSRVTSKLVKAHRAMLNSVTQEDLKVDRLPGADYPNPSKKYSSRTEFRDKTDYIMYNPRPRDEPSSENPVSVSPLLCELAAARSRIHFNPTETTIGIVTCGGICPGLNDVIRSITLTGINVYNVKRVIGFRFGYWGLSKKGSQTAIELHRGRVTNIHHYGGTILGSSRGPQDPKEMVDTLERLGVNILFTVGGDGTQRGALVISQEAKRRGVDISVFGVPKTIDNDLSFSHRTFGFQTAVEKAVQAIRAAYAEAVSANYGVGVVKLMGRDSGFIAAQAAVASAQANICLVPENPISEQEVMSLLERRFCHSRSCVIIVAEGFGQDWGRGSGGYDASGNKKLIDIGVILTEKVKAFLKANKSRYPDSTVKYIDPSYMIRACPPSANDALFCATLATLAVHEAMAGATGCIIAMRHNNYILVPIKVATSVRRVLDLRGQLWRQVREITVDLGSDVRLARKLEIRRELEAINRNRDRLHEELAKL
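In TEA buffer at pH 8.0 with 5 mM MgCl2, enzyme (1.25 nM) converted F6P (0.5 mM) and ATP (0.1 mM) for 45 min at room temperature. ADP product was read by luciferase luminescence.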
TRPV1 agonist = agonists of human vanilloid receptor 1 (TRPV1); TRPV1-expressing cells, Fluo-8 calcium influx, agonist mode; activation, % at 8.33 µM; 320,000 compounds, 0.19% hits; AID 540275; in the data active = activation above about 80%; inconclusive = between about 30% and that limit; note: 0% is about no effect
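Cells expressing TRPV1 were dye-loaded with Fluo-8 and read kinetically: 10 s baseline, 3 min after compound (agonist portion), then 2 min after EC20 capsaicin (allosteric enhancer portion). Calcium-bound dye fluorescence at 480/520 nm.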
FLuc counter = counter-screen for miR-21 project: firefly luciferase inhibitors or activators; P08659; purified FLuc, Km substrates, luminescence inhibition; Potency, µM (titrated, usually from 57.5 µM), without a hit: at the highest dose activity change, negative = inhibition, most hits filed as inhibitors; 360,000 compounds, 6.9% hits; AID 588342;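 note: potency is the fitted concentration of half-maximal effect; plate controls were vehicle for no effect and reference inhibitor for full effect; nearly all actives have a fitted effect of over 55% in size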
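Biochemical qHTS of compounds, final roughly 60 µM downward over six points, against 10 nM purified firefly luciferase using Km concentrations of substrates (10 uM D-luciferin, 10 uM ATP) in Tris acetate pH 7.5 buffer; luminescence output.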
RORgamma inh = inhibitors of mouse ROR gamma transcriptional activity; P51450; Drosophila S2 Gal4-RORgamma UAS-luciferase reporter, 20 h; Potency, µM (doses to about 53.6 µM), for the others: at the top dose activity change, negative = inhibition, actives largely listed as inhibitors; 310,000 compounds, 5.4% hits; AID 2551; note: potency is the fitted concentration of half-maximal effect; % is set by controls: 0 for no effect and ±100 for the full control effect; nearly all actives have a fitted effect of over 60% in size
Target sequence (P51450 whole entry, looked up, the tested form may be a part): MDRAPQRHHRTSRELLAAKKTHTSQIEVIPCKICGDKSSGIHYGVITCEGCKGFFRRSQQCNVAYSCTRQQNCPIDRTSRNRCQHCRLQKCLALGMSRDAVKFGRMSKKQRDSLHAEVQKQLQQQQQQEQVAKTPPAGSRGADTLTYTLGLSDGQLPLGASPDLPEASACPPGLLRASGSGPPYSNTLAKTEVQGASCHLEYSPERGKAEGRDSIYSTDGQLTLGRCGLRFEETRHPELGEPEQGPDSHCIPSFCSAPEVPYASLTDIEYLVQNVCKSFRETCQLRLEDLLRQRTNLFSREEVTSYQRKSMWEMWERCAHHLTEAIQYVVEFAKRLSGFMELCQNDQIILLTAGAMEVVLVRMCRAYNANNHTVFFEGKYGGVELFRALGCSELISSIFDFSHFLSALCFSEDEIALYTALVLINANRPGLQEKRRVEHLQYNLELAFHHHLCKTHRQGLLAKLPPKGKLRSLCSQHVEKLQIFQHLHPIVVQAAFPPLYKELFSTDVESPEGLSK
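ROR gamma transcriptional activity was tracked as Gal4-UAS luciferase output in stably transfected Drosophila Schneider cells, with compound added 1 hr before 700 uM copper sulfate induction and a 20 hr ambient-temperature incubation.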
ELG1 genotox = induces genotoxicity in HEK293T cells with luciferase-tagged ELG1; 330,000 compounds, 1.3% hits; HEK293T ELG1-luciferase reporter, luminescence, 16 h; AID 504466; Potency, µM (doses to about 46 µM), for inactives: top-dose activity change, positive = activation, most hits filed as activators; note: potency is the fitted concentration of half-maximal effect; % of control where 0% means no effect; nearly all actives have a fitted effect of over 60% in size
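HEK293T cells expressing luciferase-tagged ELG1 were treated with compound or DMSO for 16 hr at 37°C. Luciferase activity was then read after 30 min with ONE-Glo at room temperature; rising signal flags genetic stress.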
Gal4-VP16 FLuc = inhibits Gal4-VP16 luciferase reporter, ROR gamma counter-screen; Drosophila S2 Gal4-VP16 UAS-luciferase, luminescence, 20 h; Potency, µM (highest dose often 53.6 µM), without a hit: at the top dose activity, negative = inhibition, most hits filed as inhibitors; 310,000 compounds, 3.5% hits; AID 2546;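 note: Gal4-VP16 expression switched on by copper sulfate through the metallothionein promoter; potency is the fitted concentration of half-maximal effect; % is set by controls: 0 for no effect and ±100 for the full control effect; nearly all actives have a fitted effect of over 50% in size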
p53 reactivation = mutant p53 re-activation in reporter cells. Potency, µM (doses to about 92.2 µM), for the others: top-dose activity change, positive = activation, usual class: activators. AID 504706. 320,000 compounds, 0.063% hits. H1299 p53-A138V BP100-luciferase reporter, luminescence, 24 h; note: potency is the fitted concentration of half-maximal effect; % of control where 0% means no effect; nearly all actives have a fitted effect of over 45% in size
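p53-null H1299 cells stably carrying temperature-sensitive p53-A138V and a BP100-luciferase reporter were pinned with compounds (4-point, 1:5 series) and held 24 hrs at 37 deg C. Luminescence was read 10 min after detection reagent.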
Starred values were filed as active, the others as inactive; u = inconclusive; x = no result given; & = joins results of further samples; [ ] = another dose, or the depositor's remark. Unless noted, calls come from the whole dose curve; as a rule, active = well fitted curve in the direction sought with a large enough effect; inconclusive = small, poorly fitted or top-dose-only effect, or another doubt; inactive = no such curve, though single readings can be large; an effect the other way counts as inactive or inconclusive. Compounds were not picked by outcome. Share with any hit: about 15%.

Values run as follows: NPC1 prom act	ELG1 DNA repair	BRCA1 expr up	Rab9 prom act	Tb PFK block	TRPV1 agonist	FLuc counter	RORgamma inh	ELG1 genotox	Gal4-VP16 FLuc	p53 reactivation
O=C(CCC1CCCN(C(=O)CCN2CCCCC2=O)C1)NCc1ccccc1F (configuration not stated)
→ 0%	13%	4%	-3%	-8%	-2	-9%	-15%	4%	-19%	4%
CC1CCCCC1NC(=O)COC(=O)c1cc(=O)c2ccccc2o1 (configuration not stated)
→ -15%	-12%	0%	-2%	0%	1	-2%	-21%	-1%	-1%	-1%
O=C(COC(=O)CN1C(=O)C(=O)c2ccccc21)OCN1C(=O)c2ccccc2C1=O
→ 1%	u	1%	4%	0%	-2	3%	-13%	0%	3%	8%
Cc1nn(-c2ccccc2)c2nc(C(Cl)(Cl)Cl)[nH]c(=O)c12
→ -1%	u	-15%	-12%	2%	-1	2%	4%	-18%	1%	2%
CCO/C=N/c1c(C#N)c(CC#N)nn1-c1ccccc1
→ -5%	12%	4%	-4%	-5%	-2	0%	1%	-5%	-4%	-4%
COc1ccc(S(=O)(=O)Cc2ccc(C(=O)NCc3ccccc3)o2)cc1
→ -4%	0%	-14%	-2%	-2%	5	0%	20%	-3%	-12%	-7%
CC12CCC(C(=O)Nc3ccccc3N3CCOCC3)(CC1=O)C2(C)C (configuration not stated)
→ 9%	0%	0%	-1%	2%	-1	1%	-44%	0%	-5%	6%
Cc1ccc(N(C(=O)CNC(=O)c2ccco2)C(C(=O)NC2CCCCC2)c2cccnc2)cc1F (configuration not stated)
→ -6%	-5%	-9%	0%	5%	2	1%	-4%	-6%	-2%	-1%
Brc1cccc(CNCC2CCCO2)c1 (configuration not stated)
→ -1%	-4%	3%	10%	-2%	-2	1%	7%[1.91 µM]	0%	-2%	2%
O=c1c2ccccc2nc(CSc2nnnn2-c2ccccc2)n1-c1cccc(C(F)(F)F)c1
→ 0%	5%	7%	-1%	-1%	-1	1%	2%	-4%	1%	2%
Cc1cc(-c2ccccc2C(=O)O)on1
→ 0%	8%	0%	-5%	-5%	-2	3%	-1%	-2%	-1%	-7%
CCc1ccccc1N(CC(=O)N1CCCCCC1)S(C)(=O)=O
→ -5%	-17%	1%	4%	-4%	3	3%	0%	-3%	-2%	-1%
CC(C)(C=O)Cc1cc(C(C)(C)C)c(O)c(C(C)(C)C)c1
→ 7%[46.1 µM]	0%	-2%	11%[46.1 µM]	-9%	u	-1%	31%	-2%	-30%	0%
C[C@@H]1NC(=O)[C@H](CCCN=C(N)N)NC(=O)c2cc([N+](=O)[O-])cc(I)c2OCC[C@@H](C(N)=O)NC1=O
→ -3%	-4%	x	2%	1%	-5	1%	9%	0%	4%	7%
COc1ccc(-c2csc3ncnc(N4CCN(S(=O)(=O)c5ccc(C)cc5)CC4)c23)cc1
→ -3%	21µM*	-33%	-2%	3%	3	4%	x	-8%	x	-3%
Cc1cccc(-n2c(=O)[nH]c3c(C(N)=O)nc(C(C)C)nc32)c1
→ -2%	-8%	-20%	-5%	1%	0	13%	36%	0%	2%	-7%
CCCCC1=CC2=CC(=O)C(C)(OC(=O)CC)C(=O)C2=CN1CCc1c[nH]c2ccccc12 (configuration not stated)
→ -1%	2%	0%	-2%	7%	-1	-2%	1%	-3%	1%	0%
Cn1ccnc1SCCNC(=O)C1CCC(=O)N(Cc2ccc(Cl)cc2)C1 (configuration not stated)
→ -1%	12%	3%	1%	-6%	1	4%	-13%	0%	-4%	7%
COc1ccc(/C=N/NC(=O)c2cccc(NC(=O)c3ccc(Cl)cc3)c2)c(OC)c1
→ 24%	u	-8%	u	3%	3	2.7µM*	-31%	3%	0%	14%
CC(=O)c1ccc2c(c1)Cc1cc(C(C)=O)ccc1-2
→ 2.5µM*	u	2µM*	1.8µM*	-3%	4	u	u	18µM*	-16%	u

Molecules from the list above that have a Cl atom:
Values run as follows: NPC1 prom act	ELG1 DNA repair	BRCA1 expr up	Rab9 prom act	Tb PFK block	TRPV1 agonist	FLuc counter	RORgamma inh	ELG1 genotox	Gal4-VP16 FLuc	p53 reactivation
Cc1nn(-c2ccccc2)c2nc(C(Cl)(Cl)Cl)[nH]c(=O)c12
→ -1%	u	-15%	-12%	2%	-1	2%	4%	-18%	1%	2%
Cn1ccnc1SCCNC(=O)C1CCC(=O)N(Cc2ccc(Cl)cc2)C1 (configuration not stated)
→ -1%	12%	3%	1%	-6%	1	4%	-13%	0%	-4%	7%
COc1ccc(/C=N/NC(=O)c2cccc(NC(=O)c3ccc(Cl)cc3)c2)c(OC)c1
→ 24%	u	-8%	u	3%	3	2.7µM*	-31%	3%	0%	14%

Additional results follow.
Values run as follows: NPC1 prom act	ELG1 DNA repair	BRCA1 expr up	Rab9 prom act	Tb PFK block	TRPV1 agonist	FLuc counter	RORgamma inh	ELG1 genotox	Gal4-VP16 FLuc	p53 reactivation
CCNc1nc(NC(C)C)nc(SCCOC(=O)c2ccccc2)n1
→ -2%	2%	14%	-11%	7%	10	0%	-3%	1%	2%	-8%
O=C(NCC(c1ccco1)N1CCCC1)c1sc2cc(F)ccc2c1Cl (configuration not stated)
→ x	-1%	2%	x	-3%	x	x	x	-2%	x	11%
COc1cccc(C2C(C(=O)Nc3nc4ccccc4s3)=C(C)NC3=C2C(=O)CC(C)(C)C3)c1OC (configuration not stated)
→ -1%	-15%	-44%	-5%	7%	-3	3%	1%	-1%	-2%	4%
COc1cc(C(N)=O)cc(Br)c1OCc1ccccc1
→ 0%	13%	-26%	1%	3%	0	-11%	23%	8%	-12%	-4%
CC(C)CCNc1nc(N)c([N+](=O)[O-])c(NC2CCCCC2)n1
→ 0%	-7%	-20%	1%	0%	10	-1%	-12%	2%	-6%	-2%
O=C(O)c1ccccc1/C=N/NC(=O)c1cc(-c2ccco2)nc2ccccc12
→ -5%	0%	-14%	14%	-22%	x	0.95µM*	-8%	-2%	-24%	-2%
COc1ccc(/C=N\NC(=O)c2sccc2C)cc1Cn1nc(C)cc1C
→ -5%	u	-63%	-1%	2%	0	3%	u	9.2µM*	u	-8%
CC1(Cc2ccc3c(c2)OCO3)NC(=O)NC1=O (configuration not stated)
→ 2%	19%	8%	14%	3%	4	-2%	-2%	-4%	0%	13%
COc1ccc2c(c1)[C@H]1[C@H](CO2)[C@H](c2ccccc2)[C@]2(C)C(=O)N[C@H](C)C(=O)N12
→ 2%	-1%	4%	4%	0%	3	4%	x	1%	x	6%
COc1cccc(CC(NC(C)=O)C(=O)NC2CCN(c3c(Cc4ccccc4)c(C)nc4ncnn34)CC2)c1OC (configuration not stated)
→ -4%	u	5%	2%	0%	-8	1%	-3%	-3%	8%	-18%
CCC(C)(C)NC(=O)CN(C(=O)C(=O)Nc1ccc2c(c1)OCCO2)C1CC1
→ 3%	20%	3%	8%	-1%	-2	0%	5%	0%	3%	17%
COc1cccc(NC(=O)c2ccc3c(c2)CCN3S(C)(=O)=O)c1
→ 27%	17%	64%&34%	u	3%	u	17µM*	u	5%	18%	25%
COC(=O)c1cc(-c2ccccc2)n(CC(=O)O)c1C
→ 1%	5%	-14%	11%	2%	-6	4%	u	-4%	-3%	10%
Cc1noc(C)c1C(=O)N1CCN(c2ccccc2O)CC1
→ -2%	-2%	-24%	2%	-5%	1	4%	x	0%	x	0%
Cc1ccc(-c2nc(C(Cl)Cl)c3ccccc3n2)cc1
→ -37%[inhibitor]	23µM*	55%	-41%[inhibitor]	3%	3	13µM*	u	18%	8.9µM*	27%

Compound profiles, from the list above.
Entry for O=C(NCC(c1ccco1)N1CCCC1)c1sc2cc(F)ccc2c1Cl (configuration not stated) : NPC1 prom act = x; ELG1 DNA repair = -1%; BRCA1 expr up = 2%; Rab9 prom act = x; Tb PFK block = -3%; TRPV1 agonist = x; FLuc counter = x; RORgamma inh = x; ELG1 genotox = -2%; Gal4-VP16 FLuc = x; p53 reactivation = 11%
Entry for COc1ccc2c(c1)[C@H]1[C@H](CO2)[C@H](c2ccccc2)[C@]2(C)C(=O)N[C@H](C)C(=O)N12 : NPC1 prom act = 2%; ELG1 DNA repair = -1%; BRCA1 expr up = 4%; Rab9 prom act = 4%; Tb PFK block = 0%; TRPV1 agonist = 3; FLuc counter = 4%; RORgamma inh = x; ELG1 genotox = 1%; Gal4-VP16 FLuc = x; p53 reactivation = 6%
